Assay outcomes (PubChem BioAssay)
Dynein transport: inhibitors of GR-EGFP nuclear translocation, primary screen, dynein cargo transport inhibitor project, imaging, high-content, 3617.4 mouse cells; AID 1381, 2008; 220,000 compounds, 0.47% hits; test concentration mostly 20 µM; stimulated with dexamethasone, 1 µM; active compounds read low; z-score, hits read low;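 active = plate z-score of nuclear minus cytoplasmic receptor signal below a set negative limit, without overly bright fluorescence or cell loss, cut at about -3.5 in these data, passing the limit was not always enough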;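 also: z-score of nuclear minus cytoplasmic ring GR-EGFP intensity difference per well; some compounds called inactive have numbers as strong as hits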
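medium = tetracycline-free induction medium containing charcoal-stripped FBS | probe or stimulus = dexamethasone, 1.0 µM final | timing = 48 h induction, then 1 h compound, then 30 min agonist, 37 °C | detection = automated 10x imaging of fixed Hoechst-stained cells | read-out basis = nuclear versus cytoplasmic GR-EGFP signal, averaged per well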
bCat nuc transl: modulators of beta-catenin nuclear translocation, primary screen, imaging, HeLa cells, immunofluorescence, high-content | 190,000 compounds, 0.3% hits | nuclear translocation activity, % at 5 µM;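 active = nuclear translocation activity above 50% at 5 µM, with a well cell count of 50 or more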;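 also: per-cell ratio of nuclear to cytoplasmic median beta-catenin stain intensity; plate controls were DMSO negative control for no effect and GSK-3 inhibitor IX positive control for full effect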
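Technique: fluorescence imaging of beta-catenin antibody stain plus DAPI / Material: human HeLa cell line / Incubation: compound treatment 24 h, 37°C, 5% CO2 / Read-out basis: % activation of per-cell nuclear versus cytoplasmic median beta-catenin signal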
T cell HTS: modulators of CD8 T cell-vesicle binding, primary screen, mouse 2C CD8+ T cells, flow cytometry | calls only at 7 µM | 330,000 compounds, 0.068% hits | AID 2052, 2009 | 2C CD8+ T cell-vesicle binding; active compounds read low;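 active = response, share of CD8 T cells binding vesicles, and their 90th percentile fluorescence all below set limits, cut at about 80% in these data, passing the limit was not always enough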
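Test system: purified 2C TCR transgenic mouse naive CD8+ T cells. Probe or stimulus: QL9-peptide-loaded Drosophila micro-vesicles bearing Ld, ICAM-1 and B7-1. Incubation: binding step 1.5 h, 37 °C, antibody labelling 20 min, ice. Measured by: flow cytometry of vesicle-bound cells.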
Myeloid diff 2: induction of myeloid progenitor differentiation, primary screen, cell-based, flow cytometry, MLPCN library; ER-HoxA9 myeloid progenitors, lysozyme-GFP differentiation; calls only at 10 µM; 360,000 compounds, 1% hits; AID 624256, 2012;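 active = normalized GFP-positive differentiation at or above the plate's own cutoff, the solvent-only control mean plus 3 SD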;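 also: cells exposed to compound for four days before flow analysis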
PMI inhibitors: inhibitors of human PMI, primary screen, biochemical, fluorescence intensity, coupled assay (AID 1209); Mannose-6-phosphate isomerase (Homo sapiens); purified PMI enzyme, coupled fluorescence intensity; higher % means a stronger effect; one-dose inhibition, % at 20 µM; IC50 in µM for titrated hits; 190,000 compounds, 0.42% hits; in the data active = inhibition above about 50%;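 also: plate controls were DMSO vehicle for no effect and wells lacking substrate for full effect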
TNAP activators: human TNAP enzyme activators, primary screen, biochemical, luminescent, no phosphate acceptor, uHTS (AID 1001); Alkaline phosphatase, tissue-nonspecific isozyme (Homo sapiens); one-dose activation fold at 20 µM; EC50 in µM for titrated hits; 200,000 compounds, 0.03% hits; purified TNAP, luminescent activation assay, no phosphate acceptor; higher activation fold means a stronger effect; in the data active = activation fold from about 3, or a potency from the dose series; inactive = the rest, 99 in 100 with activation fold below about 1.6; also: many of its hits are not listed in these tables
MT stabilize HCS: microtubule stabilizers in HeLa cells, primary screen, imaging, high-content imaging | % tubulin-high responders, % at 10 µM | AID 2205, 2009 | 200,000 compounds, 0.83% hits | HeLa tubulin immunostaining HCS, 24 h; share of cells brighter than vehicle mean+2SD;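 active = plate Z-score above 3 for both tubulin-high and condensed-nucleus cell shares, with cell loss under 80%, at 10 µM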;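 also: anti alpha tubulin signal scored within the nucleus-defined area of each cell; some results filed as inactive read as strong as hits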
Hep lipid drop: inhibitors of hepatocyte lipid droplet formation, primary screen, imaging, high-throughput imaging, BODIPY stain; AML12 mouse hepatocytes, oleate lipid droplets; inhibition, % at 6.5 µM; 240,000 compounds, 0.4% hits;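 active = lipid droplet intensity inhibited by at least 50%, with more than 500 cells counted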
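Assay system: AML12 mouse liver cells | Compound dosing: One dose, 6.5 µM compound | Read-out basis: Droplet intensity reduction, % inhibition | Measured by: Fluorescence imaging, 20x objective, two fields per well | Schedule: Overnight treatment with compound plus oleate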
Insulin prom up: insulin promoter activators in MIN6 cells, imaging, high-content screening, mouse beta cells. 190,000 compounds, 0.3% hits. MIN6 insulin promoter-GFP reporter; active compounds read high. AID 1625, 2009. z-score at 5 µM;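 active = z-score above 3 at 5 µM with at least 500 cells counted in the well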
Dynein transport cytoplasmic EGFP: recorded beside Dynein transport, whose call it bears; z-score; measured here: cytoplasmic GR-EGFP intensity; active compounds read high
Dynein transport nuclear GR-EGFP: further read-out of Dynein transport, marked with its call; z-score; measured here: nuclear GR-EGFP intensity;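 lower value marks the stronger effect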
Dynein transport cell count: recorded beside Dynein transport, whose call it bears; z-score; measured here: cell count per field
Insulin prom up cell count: also measured in Insulin prom up; calls as there; cell count; measured here: cytotoxicity, nuclei count;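 total cells summed across four imaged fields per well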
Hep lipid drop cells 6.5 µM: second read-out of Hep lipid drop, no call of its own (marks repeat the call); cell count; measured here: cell count, cytotoxicity flag;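 cells counted across two imaged fields per well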
bCat nuc transl cell count 5 µM: further read-out of bCat nuc transl, marked with its call; cell count; measured here: cell count, cytotoxicity flag
T cell HTS vesicle-bound %: recorded beside T cell HTS, whose call it bears; double positive events, %; measured here: CD8+ vesicle-bound cell fraction;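 binding gate set so that unloaded-vesicle control wells show 10% double positive cells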
MT stabilize HCS Hoechst-high %: second read-out of MT stabilize HCS, no call of its own (marks repeat the call); % Hoechst-high responders; measured here: nuclear condensation Hoechst responders;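 share of cells brighter than vehicle mean plus two SD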
MT stabilize HCS cytotoxicity %: second read-out of MT stabilize HCS, no call of its own (marks repeat the call); toxicity, %; measured here: cytotoxicity by cell density;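 0% = mean cell density of plate MIN control wells and 100% = no cells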
Myeloid diff 2 GFP+ MAC1+ %: further read-out of Myeloid diff 2, marked with its call; GFP+ MAC1+ double positive, %; measured here: differentiation confirmed by MAC1 staining
* hit, by the source's call; i = inactive; . = not tested or not shown; & = joins results of further samples.

SMILES	Dynein transport	Dynein transport cytoplasmic EGFP	Dynein transport nuclear GR-EGFP	Dynein transport cell count	bCat nuc transl	bCat nuc transl cell count 5 µM	T cell HTS	T cell HTS vesicle-bound %	Myeloid diff 2	Myeloid diff 2 GFP+ MAC1+ %	PMI inhibitors	TNAP activators	MT stabilize HCS	MT stabilize HCS Hoechst-high %	MT stabilize HCS cytotoxicity %	Hep lipid drop	Hep lipid drop cells 6.5 µM	Insulin prom up	Insulin prom up cell count
COCC(=O)Nc1cccc(Br)c1	-0.112	-0.258	0.0773	-0.304	.	.	i	39.9	i	1.9	9.6%	1.1	1.9	1.3	21.9	13.3	681	0.56	1269
C=C1CCN([C@@H](C)C(=O)OCc2cccc(C)c2)S(=O)(=O)c2ccccc21	-0.129	-0.826	0.0306	0.375	-0.3	1159	i	25.5	i	0.7	.	.	.	.	.	-0.7	687	-0.64	1124
CCc1ccccc1N(CC(=O)Nc1cccc(N(C)S(C)(=O)=O)c1)S(C)(=O)=O	0.0601	-0.248	0.0127	0.815	1.1	938	i	63.8	i	1.7	5.3%	1.1	4.8	3.0	5.7	1.0	733	0.12	1115
CCc1nnc(N2CCN(c3ncnc4c3oc3ccccc34)CC2)s1	1.71	-0.24	0.856	-0.805	.	.	.	.	i	0.3	9.7%	1	3.6	2.2	8.3	4.1	614	0.25	1193
Cn1c(NNC(=O)c2c(F)cccc2F)cc(=O)n(C)c1=O	0.637	-0.275	0.996	0.488	-1.2	1284	i	46.6	i	0.2	.	.	.	.	.	-0.4	738	0.81	971
Cc1ccccc1C(=O)Nc1sc(C)c(C)c1C(=O)c1ccccc1	0.239	-0.218	0.434	1	-1.3	1317	i	54.6	i	1.9	13.9%	1	3.1	1.2	6.6	.	.	0.15	1565
C=CCNC(=S)N1CCN(Cc2ccccc2)CC1	0.0378	-0.342	0.43	0.914	0.0	964	i	2.3	i	0.4	1.0%	1.1	1.3	1.1	6.8	7.2	678	-0.54	1547
CCc1ccccc1NC(=O)c1ccc(CN2CCC(Cc3ccccc3)CC2)cc1	-0.132	0.421	0.161	0.142	-1.2	1291	i	7.9	i	0.4	5.6%	1.1	1.8	1.1	5.8	.	.	0.22	1329
Cc1sc(NC(=O)Cc2ccc3c(c2)OCO3)nc1-c1ccc2c(c1)CCN2C(=O)c1ccc(F)cc1	0.0645	-0.205	0.289	-0.0461	-2.6	1115	i	57.2	i	0.6	19.3%	1.1	1.3	2.8	7.5	33.7	625	-0.8	1187
COc1cc(O)c(CC=C(C)C)c(O)c1C(=O)CCc1ccc(O)cc1	-0.934	-0.694	-0.24	0.192	7.3	1075	i	20.7	i	2.3	.	.	.	.	.	0.2	649	-0.81	1132

Part of the list above in order of heavy-atom count, descending.
SMILES	Dynein transport	Dynein transport cytoplasmic EGFP	Dynein transport nuclear GR-EGFP	Dynein transport cell count	bCat nuc transl	bCat nuc transl cell count 5 µM	T cell HTS	T cell HTS vesicle-bound %	Myeloid diff 2	Myeloid diff 2 GFP+ MAC1+ %	PMI inhibitors	TNAP activators	MT stabilize HCS	MT stabilize HCS Hoechst-high %	MT stabilize HCS cytotoxicity %	Hep lipid drop	Hep lipid drop cells 6.5 µM	Insulin prom up	Insulin prom up cell count
C=C1CCN([C@@H](C)C(=O)OCc2cccc(C)c2)S(=O)(=O)c2ccccc21	-0.129	-0.826	0.0306	0.375	-0.3	1159	i	25.5	i	0.7	.	.	.	.	.	-0.7	687	-0.64	1124
CCc1nnc(N2CCN(c3ncnc4c3oc3ccccc34)CC2)s1	1.71	-0.24	0.856	-0.805	.	.	.	.	i	0.3	9.7%	1	3.6	2.2	8.3	4.1	614	0.25	1193
Cc1ccccc1C(=O)Nc1sc(C)c(C)c1C(=O)c1ccccc1	0.239	-0.218	0.434	1	-1.3	1317	i	54.6	i	1.9	13.9%	1	3.1	1.2	6.6	.	.	0.15	1565
Cn1c(NNC(=O)c2c(F)cccc2F)cc(=O)n(C)c1=O	0.637	-0.275	0.996	0.488	-1.2	1284	i	46.6	i	0.2	.	.	.	.	.	-0.4	738	0.81	971
C=CCNC(=S)N1CCN(Cc2ccccc2)CC1	0.0378	-0.342	0.43	0.914	0.0	964	i	2.3	i	0.4	1.0%	1.1	1.3	1.1	6.8	7.2	678	-0.54	1547

The listing continues.
SMILES	Dynein transport	Dynein transport cytoplasmic EGFP	Dynein transport nuclear GR-EGFP	Dynein transport cell count	bCat nuc transl	bCat nuc transl cell count 5 µM	T cell HTS	T cell HTS vesicle-bound %	Myeloid diff 2	Myeloid diff 2 GFP+ MAC1+ %	PMI inhibitors	TNAP activators	MT stabilize HCS	MT stabilize HCS Hoechst-high %	MT stabilize HCS cytotoxicity %	Hep lipid drop	Hep lipid drop cells 6.5 µM	Insulin prom up	Insulin prom up cell count
Cn1c(=O)c2c(nc(CN3CCN(Cc4ccccc4)CC3)n2Cc2ccc(F)cc2)n(C)c1=O	-0.497	-0.166	-0.154	0.115	1.2	1077	i	31.2	i	8.6	6.3%	1.1	3.4	2.4	12.8	-11.0	661	-0.31	1853
Cc1ccc(C)c(C(=O)CN2C(=O)NC3(CCCCCCC3)C2=O)c1	-0.208	-0.35	0.333	0.327	-0.6	1078	i	53.9	i	0.3	4.6%	1.1	5.9	2.2	5.6	4.3	668	0.2	1192
COc1cc2[nH]c(=S)nc(NCCC(C)C)c2cc1OC	-0.0416	-0.179	0.0499	-0.0592	-0.5	1130	i	50.9	i	0.2	-19.4%	1.1	2.8	3.6	2.8	-1.6	718	-1.13	1232
CN(C)S(=O)(=O)c1cccc(N=C2SCCN2Cc2ccccc2)c1	-0.575	-0.855	-0.626	0.516	0.1	1297	i	38.5	i	0.3	.	.	.	.	.	4.9	682	-0.75	977
O=C(c1ccco1)N1CCN(c2ccccc2F)CC1	-0.106	-0.251	-0.134	0.989	-1.4	1078	i	1.8	i	0.7	7.8%	1	1.9	1.8	4.7	-0.1	712	2.06	806
Oc1ccc(-c2nnc(SCC3CCCCC3)o2)cc1	3.59	-0.179	1.91	-1.5	-4.4	1012	i	16.9	i	0.1	12.5%	1.1	4.6	1.8	0.1	.	.	-1.41	1242
COC(=O)c1ccc(C23CC4(C2)[C@H](CN(Cc2cccnc2)[C@@H]4c2ccccc2)C3c2ccc(Cl)nc2)cc1 (stereo partly drawn)	-0.328	-0.8	-0.209	0.0672	0.4	1287	i	19.0	i	1.4	.	.	.	.	.	-11.8	659	-0.91	1046
COc1cc(NC(=O)CCC2CCCC2)cc(-n2cnnn2)c1	-0.565	0.357	-0.412	0.227	-2.1	555	i	44.1	i	0.3	-1.4%	1.1	2.8	2.0	4.1	5.4	713	0.02	1314
Cc1ccc[n+](-c2nc3ccccc3nc2C(=C=[N-])C#N)c1	2.3&-0.313	-0.225&-0.242	1.37&0.0531	-2.29&0.703	1.8&-0.3	1241&1468	i	8.9&38.4	i	0.1&0.5	31.1%	0.9	4.8	1.4	5.1	-7.0	658	0.31&1.16	1003&1513
c1ccn(-c2ncnc3sc4c(c23)CCCC4)c1	0.682	-0.18	0.66	-0.491	-0.4	1142	i	24.2	i	1.3	0.8%	1.1	1.6	2.3	10.8	.	.	0.16	1086
O=c1[nH]c(=S)[nH]c2c1C(c1cc([N+](=O)[O-])c(N3CCOCC3)cc1N1CCOCC1)O2 (stereo not drawn)	0.52	-0.34	-0.14	-0.94	-0.3	1135	i	32.0	i	0.1	-13.3%	0.9	6.1	1.4	7.1	13.4	683	0.24	1165
COc1ccccc1CN1C(=O)CN(C2CCCCCC2)C(=O)C1c1ccc(F)cc1 (stereo not drawn)	-0.923	-0.184	-0.463	0.513	0.6	1326	.	.	i	2.5	18.2%	1	0.4	1.2	8.4	.	.	-0.07	1430
C=CCNC(=S)NNC(=O)c1ccncc1	-1.46	-0.303	-0.718	0.486	0.7	1041	i	53.2	i	0.2	-7.9%	1.6	2.0	3.0	7.1	2.9	707	0.56	944
CC1COC(C)(CC(=O)NN2C(=O)c3ccccc3C2=O)O1 (stereo not drawn)	1.33	-0.373	0.655	0.323	1.1	1543	i	31.5	i	0.3	.	1	2.8	2.1	1.5	12.0	732	-0.12	1578
O=C(Nn1cnc2ccccc2c1=O)c1ccc([N+](=O)[O-])cc1	0.0338	-0.216	0.272	-0.611	-2.8	1084	i	50.8	i	0.1	4.2%	1.1	3.5	1.6	4.7	8.5	692	0.05	1315
Cc1ccc(NC(=O)Cc2ccc3c(c2)CCCC3)cc1C	0.0239	-0.24	-0.152	0.739	-0.2	1223	i	35.8	i	0.7	23.1%	1.1	2.1	1.8	7.6	53.0*	487*	-0.23	1817
O=C(Cn1c(=O)sc2ccccc21)OC(CCl)CCl	-0.136	-0.257	-0.0479	-0.108	1.0	1025	i	28.4	i	0.4	-12.0%	1	2.8	2.3	3.6	-3.7	749	.	.
